Assay outcomes as filed in PubChem BioAssay.
SENP8 block-1 = blocks human SENP8 cleavage of Nedd8 substrate | recombinant SENP8, Nedd8 substrate fluorescence | AID 602440 | actives 0.64% (n = 360,000) | Q96LD8 | inhibition, % at 20 µM; in the data active means inhibition mostly above about 40%, no sharp cut-off; inactive means mostly below about 27%
Target sequence (Q96LD8 whole entry, looked up): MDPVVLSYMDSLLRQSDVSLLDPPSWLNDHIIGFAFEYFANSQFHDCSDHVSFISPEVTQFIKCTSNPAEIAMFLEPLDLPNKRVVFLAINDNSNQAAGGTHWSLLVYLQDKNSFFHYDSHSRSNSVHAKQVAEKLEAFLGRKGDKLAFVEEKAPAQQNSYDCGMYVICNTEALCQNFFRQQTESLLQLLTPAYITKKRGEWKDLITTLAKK
HKDC1 inh = HKDC1 (human) hexokinase inhibition; recombinant HKDC1, G6PDH/diaphorase resazurin coupled fluorescence; Q2TB90; actives 0.16% (n = 340,000); inhibition, % at 20 µM;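 active means inhibition above about 35% when tested at 20 µM, limit read from the data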;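 further: plate controls were DMSO wells with enzyme for no effect and DMSO wells lacking enzyme for full effect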
Target sequence (Q2TB90 whole entry, looked up): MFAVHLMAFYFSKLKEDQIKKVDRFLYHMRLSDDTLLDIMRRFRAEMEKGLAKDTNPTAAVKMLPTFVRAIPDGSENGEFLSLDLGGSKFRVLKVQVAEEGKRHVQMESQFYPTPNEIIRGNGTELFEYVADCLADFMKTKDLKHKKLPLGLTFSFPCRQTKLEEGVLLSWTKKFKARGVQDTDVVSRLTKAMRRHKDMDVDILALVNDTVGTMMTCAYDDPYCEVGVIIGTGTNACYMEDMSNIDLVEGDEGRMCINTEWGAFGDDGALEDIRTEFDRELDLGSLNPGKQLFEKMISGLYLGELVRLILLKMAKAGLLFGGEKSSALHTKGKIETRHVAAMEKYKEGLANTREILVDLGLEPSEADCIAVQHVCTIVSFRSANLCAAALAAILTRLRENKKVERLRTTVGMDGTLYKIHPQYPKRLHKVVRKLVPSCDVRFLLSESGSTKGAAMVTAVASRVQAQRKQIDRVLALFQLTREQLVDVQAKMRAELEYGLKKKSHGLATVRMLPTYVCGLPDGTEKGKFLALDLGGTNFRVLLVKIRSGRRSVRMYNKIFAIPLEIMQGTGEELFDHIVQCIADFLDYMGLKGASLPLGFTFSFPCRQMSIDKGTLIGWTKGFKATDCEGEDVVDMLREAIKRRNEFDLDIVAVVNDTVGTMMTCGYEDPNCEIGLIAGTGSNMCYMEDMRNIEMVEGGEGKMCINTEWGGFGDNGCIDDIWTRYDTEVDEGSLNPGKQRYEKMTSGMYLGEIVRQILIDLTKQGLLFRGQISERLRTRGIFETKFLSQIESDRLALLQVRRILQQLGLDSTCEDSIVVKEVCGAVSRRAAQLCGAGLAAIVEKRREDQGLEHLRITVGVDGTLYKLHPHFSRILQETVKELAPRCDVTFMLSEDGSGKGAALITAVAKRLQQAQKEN
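test system = in-house recombinant HK5 (HKDC1) enzyme | amount = HKDC1 at 5 µg/mL | control set = DMSO-enzyme wells negative, buffer-substituted wells positive | compound = one dose of 20 µM, 1% DMSO | schedule = reaction time 90 min, room temperature, protected from light | technique = resorufin fluorescence at 613 nm | reagent = glucose with 1 mM ATP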
SENP1 FRET inh = inhibitors of human SENP1 SUMO protease catalytic domain; Q9P0U3; recombinant SENP1 catalytic domain, CyPet-SUMO1-YPet FRET cleavage; inhibition, % at 10 µM; actives 0.21% (n = 360,000); AID 624204;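 active means inhibition at least 30% at 10 µM, raw YFP signal under a set limit, fluorescence ratio 0.5 to 1.5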;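 further: 0% = enzyme with DMSO and 100% = no enzyme wells; some results filed as inactive read as strong as hits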
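Material: hSENP1 catalytic domain, recombinant; medium: Tris pH 8 with BME, BSA, NP40 and catalase; compound: single concentration of 10 µM compound, 0.5% DMSO final; technique: FRET read of cyan and yellow fluorescence; timing: 50 min enzyme reaction, room temperature, light-protected; reagent: SFCypet-SUMO1-SFYpet substrate at 25 nM; control set: no-enzyme low, enzyme-DMSO high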
Apaf1 inhib = inhibitors of human Apaf-1 apoptosome; reconstituted apoptosome caspase-3 activity, DEVD-Rh110 fluorescence; inhibition, % at 20 µM; actives 0.71% (n = 330,000); AID 489030; active means inhibition of at least 40% at 20 µM;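 further: plate controls were DMSO wells for no effect and DEVD-CHO caspase inhibitor wells for full effect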
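Material: biochemical Apaf-1 apoptosome reconstitution. Medium: Hepes buffer, pH 7.5. Also added: cytochrome c activation, bis-DEVD rhodamine 110 substrate. Timing: 30 min compound preincubation, 50 min activation, room temperature. Measured by: rhodamine 110 fluorescence at Ex 480/Em 540 nm.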
SENP6 block = inhibitors of human SENP6 protease; AID 2599; inhibition, % at 10 µM; actives 1.8% (n = 330,000); Recombinant SENP6 catalytic domain, aminoluciferin luminescence; Q9GZR1;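 active means inhibition above about 50% at the single tested dose, limit read from the data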;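 further: plate controls were DMSO wells with enzyme for no effect and DMSO wells lacking enzyme for full effect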
SENP7 block = inhibitors of human SENP7 protease; Q9BQF6; recombinant SENP7, Z-RLRGG-aminoluciferin luminescence, 40 min; inhibition, % at 5 µM; actives 1.5% (n = 330,000);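 active means inhibition above about 50% at the single test dose, limit read from the data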;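 further: plate controls were DMSO with enzyme for no effect and no enzyme buffer wells for full effect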
SENP8 block-2 = blocks the human protease SENP8. purified SENP8, Z-RLRGG-aminoluciferin cleavage, luminescence. actives 1.2% (n = 330,000). inhibition, % at 10 µM. AID 2540. Q96LD8; in the data active means inhibition above about 50%
PfG6PD inh = PfG6PD (Plasmodium falciparum) enzyme inhibition. PfGluPho enzyme, NADPH resazurin-diaphorase fluorescence. inhibition, % at 20 µM. actives 0.78% (n = 350,000);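 active means inhibition reaching at least a set limit at 20 µM in the primary screen, cut at about 59% in these data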;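 further: 0% = DMSO wells with substrate and 100% = DMSO wells lacking glucose-6-phosphate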
* = called active by the depositor; / = no result given.

SMILES	SENP8 block-1	HKDC1 inh	SENP1 FRET inh	Apaf1 inhib	SENP6 block	SENP7 block	SENP8 block-2	PfG6PD inh
C[C@@H](CSc1ccccc1)CN1CC[C@H](C(C)(C)C)CCC1=O	8	-2	2	27	-10	4	-2	5
O=C(NCCN1CCOCC1)c1cc(Sc2ccccc2Cl)nc2ccccc12	/	/	/	-7	-4	7	3	/
COc1ccc(NC(=O)CN2C(=O)C(C)Oc3ccccc32)c(OC)c1 (configuration not stated)	19	-12	2	-1	-9	-9	-7	2
Cc1[nH]n(-c2ccccc2)c(=O)c1/C=N/NC(=O)COc1ccccc1[N+](=O)[O-]	26	-12	1	17	11	2	5	-35
CC(=O)c1ccc(NC(=O)NC2CCCc3ccccc32)cc1 (configuration not stated)	1	-2	0	16	-12	3	-10	4
CCCCn1c(SCC(=O)NCCOC)nc2ccc(N3CCOCC3)cc2c1=O	-273	12	-50	4	12	1	5	-2
CCC1(C)Cc2c(sc3nc(SC)[nH]c(=S)c23)CO1 (configuration not stated)	/	0	/	6	-16	-3	-9	25
COc1ccccc1CNC(=O)[C@H](C)NC(=O)C1CCN(C(=O)[C@@H](N)CCSC)CC1	26	3	1	-10	3	-2	9	-13
Cn1c(=O)c2c(nc(NCc3ccco3)n2Cc2ccc(Cl)cc2Cl)n(C)c1=O	18	1	-2	15	8	12	4	-2
Nc1ccc(CNc2ncn[nH]2)cc1	10	-8	2	-11	-13	-1	-4	2
O=C(NCCCN1CCOCC1)c1onc(CSc2ccc(F)c(F)c2)c1C(=O)NCCCN1CCOCC1	12	-3	2	1	-10	5	-3	-5
CSCCC(NC(=O)c1ccccc1Cl)C(=O)Nc1ccncc1 (configuration not stated)	21	-1	1	-5	1	2	8	-13
c1ccc2c(-c3nc4ncccc4o3)cccc2c1	-285	1	-30	13	11	12	-3	14
CC(=O)Nc1cccc(NC(=O)c2csc(C)c2)c1	6	-3	2	8	-7	-11	-4	22
CC1CCCCN1Cc1ccc(-c2nn[nH]n2)cc1 (configuration not stated)	13	-3	-2	10	-8	-9	-7	13
O=S(=O)(O)c1cc2onnc2c2ccccc12	-89	20	-14	/	/	/	/	58
CCCCSc1nnc(-c2ccc(NC(=O)CCc3ccccc3)cc2)n1C	0	-1	1	1	-10	-2	-2	-4
COc1cc([C@H]2c3[nH]c4ccccc4c3C[C@H]3C(=O)N4[C@@H](c5cc(OC)c(OC)c(OC)c5)c5[nH]c6ccccc6c5C[C@H]4C(=O)N23)cc(OC)c1OC	-30	-5	-56	-1	-17	12	-14	-20
COc1ccc(CCNC(=O)c2ccc(Cl)cc2)cc1OC	15	0	2	-12	8	7	4	-8
O=c1c2ccccc2n(Cc2cccc(F)c2)c(=O)n1C1CCCC1	18	7	-1	13	2	1	12	2
O=C(OCc1csc(-c2ccccc2)n1)c1cccs1	20	-3	0	11	95*	96*	92*	16
CC(=O)N1CCSc2ccc(S(=O)(=O)NCCc3cccc(C)c3)cc21	11	4	1	5	4	2	-1	-12
O=C(N/N=C/c1ccncc1)c1cccs1	9	-5	2	-3	9	2	-14	0
N#C/C(=C\c1ccc(OCCN2CCOCC2)cc1)C(=O)Nc1ccccc1	3	-3	-3	14	13	-3	1	4
CCn1c(SCC(=O)NCCOC)nc2sc3c(c2c1=O)CCCC3	11	-8	0	5	-16	-7	-3	3
COc1ccc(OC)c(NC(=O)COC(=O)CC2CCCCC2)c1	19	-1	1	15	-13	11	2	12
NC(=O)c1cccc2c(=O)oc3ccccc3c12	-5	-6	2	1	-22	2	-4	-19
CCc1cc(C(=O)N2CCCC(CNS(=O)(=O)c3cccs3)C2)n(C)n1 (configuration not stated)	4	-7	3	4	-3	0	-9	-15
C[C@H](CO)N1C[C@H](C)[C@@H](CN(C)S(=O)(=O)c2cccs2)Oc2ccc(NC(=O)Cn3cnnn3)cc2C1=O	-5	-21	-4	-7	-9	-3	0	15
Cc1cccc(C(=O)Nc2ccc3c(c2)ncn3C)c1	7	2	3	-5	0	-11	-8	-3
COc1ccc(N(C(=O)c2ccccc2C)S(=O)(=O)c2cccs2)cc1	25	12	1	12	-3	-1	2	-1
COc1ccc(/C=C2/SC(=O)N(CCNC(=O)C3COc4ccccc4O3)C2=O)cc1 (configuration not stated)	16	-17	1	-4	-10	-5	-12	10
CN1OC(COC(=O)c2ccc(Cl)cc2)CC1c1ccccc1 (configuration not stated)	36	-2	3	-2	-8	-5	-13	-15
Cc1c(C)c2c(OCC(=O)NCC(O)c3ccccc3)cc3c(c2oc1=O)CCC(C)(C)O3 (configuration not stated)	-209	3	2	5	-3	-1	-9	4
CCn1ccnc1CNC(=O)c1ccc2oc(C(C)C)nc2c1	19	-4	0	-2	-5	-5	-3	-7
COc1ccc(/C=N/NC(=O)c2ccc(Cl)cc2Cl)cc1COC(C)=O	20	-1	2	-3	-27	1	-16	2
Cc1c(C(=O)O)sc(S(=O)(=O)N2CCN(C(=O)CC(C)c3ccccc3)CC2)c1C(=O)O (configuration not stated)	13	-4	2	/	/	/	/	-8
Cc1ccccc1NS(=O)(=O)c1ccc(C)c(C(=O)N2CCOCC2)c1	-2	-5	0	4	-5	-12	-11	-3
CC1(C)Cc2nc3[nH]c(=S)n(-c4ccccc4)c(=O)c3cc2CO1	13	14	1	-20	-1	2	0	-19
O=C(CC1C(=O)NCCN1Cc1ccc(-c2ccccc2)cc1)NCCc1ccccn1 (configuration not stated)	-24	-2	-10	12	-24	-8	-7	5
Cc1onc(-c2ccccc2)c1C(=O)NC(=S)Nc1sc2c(c1C#N)CCC(C)C2 (configuration not stated)	6	14	-9	-15	2	10	-1	9
CCCNC(=O)c1cnc(-c2ccccc2)nc1-c1ccccc1	16	-4	5	1	-11	-7	2	16
O=C(CN1CCOCC1)Nc1cccc(C(F)(F)F)c1	8	-7	3	-10	-5	6	5	1
CCn1nc(C)cc1-c1nnc(Sc2ncc([N+](=O)[O-])s2)n1C	29	6	2	-5	-8	3	9	29
CCS(=O)(=O)Nc1ccccc1C(N)=O	-375	-11	2	-2	-15	0	-4	-2
O=C(CN1C(=O)CCC1=O)Nc1cccc(NC(=O)CN2C(=O)CCC2=O)c1	2	-8	0	-3	7	8	-4	-16
Cc1ccc(S(=O)(=O)N2CCCCC2)cc1NC(=O)CSc1ncccn1	13	-4	-2	1	8	0	-8	21
COc1ccc(OCc2n[nH]c(=S)o2)cc1	4	0	2	1	-6	14	-14	-14
CC1CCN(c2nc3c(c(=O)[nH]c(=O)n3C)n2CCCc2ccccc2)CC1	9	0	-3	16	-9	12	-8	13
COc1ccc(N/C=C(\C#N)S(=O)(=O)c2ccc(OC)cc2)cc1	21	2	3	10	-19	-3	-4	-5

Molecules listed so far containing a nitro group on carbon:
SMILES	SENP8 block-1	HKDC1 inh	SENP1 FRET inh	Apaf1 inhib	SENP6 block	SENP7 block	SENP8 block-2	PfG6PD inh
Cc1[nH]n(-c2ccccc2)c(=O)c1/C=N/NC(=O)COc1ccccc1[N+](=O)[O-]	26	-12	1	17	11	2	5	-35
CCn1nc(C)cc1-c1nnc(Sc2ncc([N+](=O)[O-])s2)n1C	29	6	2	-5	-8	3	9	29

Continuation:
SMILES	SENP8 block-1	HKDC1 inh	SENP1 FRET inh	Apaf1 inhib	SENP6 block	SENP7 block	SENP8 block-2	PfG6PD inh
O=C(CC1Oc2ccccc2NC1=O)NCCCN1CCCC1=O (configuration not stated)	-10	-7	-1	-10	13	-2	11	8
Cc1ccc(-c2nc3ccccc3o2)cc1NC(=S)NC(=O)c1cccs1	-302	-6	-1	-1	13	-4	11	10
CCCc1ccc(Oc2cc(NN3CCCCC3)c([N+](=O)[O-])cc2[N+](=O)[O-])cc1	18	1	1	-2	-8	1	-3	4
O=C(CCN1C(=O)/C(=C/c2ccc(Cl)cc2)SC1=S)Nc1ccc(C(=O)O)cc1	26	22	2	6	18	6	29	-6
COc1ccc(-c2nc(N3CCN(C)CC3)sc2-c2ccc(OC)cc2)cc1	-67	8	0	29	-18	-3	-4	35
Cn1c(=O)c(=O)n(C)c2cc(N3CCCC3)c(NS(=O)(=O)c3ccc(F)cc3)cc21	-14	7	3	6	-8	0	5	20
CC(C)C(NS(=O)(=O)c1cccs1)C(=O)N(C)Cc1ccccc1 (configuration not stated)	12	-7	3	-16	-10	-12	-10	-5
O=C(N/N=C/c1ccc(OC(=O)c2cccc(Br)c2)cc1)c1cccnc1	4	-4	1	12	1	2	8	-25
Cc1nnc(C)n1N	10	-3	0	2	-2	-4	-9	-4
Cc1ccccc1NC(=S)N(Cc1ccccc1)Cc1cccnc1	16	-3	-1	4	-5	6	-6	-16
C=CC[C@H](CC(=O)NCCO)C(=O)N[C@@H](COC(=O)[C@@H](CC=C)Cc1ccc(F)cc1)Cc1ccccc1	12	-1	2	19	-14	-15	-14	4
Cc1nnc(SCC(=O)N2CCN(Cc3ccccc3)CC2)s1	9	-12	0	-11	-13	-3	2	-3
CC(=O)c1ccc(NC(=O)c2c(C)nn(-c3ccccc3)c2Cl)cc1	12	5	0	4	-9	-18	-7	-10
Cc1ccc(C)c(S(=O)(=O)/N=C(/Nc2ccccc2)c2ccccc2)c1	16	4	4	18	9	1	1	1
COc1ccc(CC(=O)NC(C)c2nnc(SCC(=O)Nc3ccccc3F)n2C)cc1 (configuration not stated)	15	-6	2	1	4	-9	-7	-3
COc1ccc(OC)c(-c2cc(C(=O)N/N=C(\C)c3cccnc3)c3ccccc3n2)c1	-72	-1	0	2	-24	10	-2	8
O=C1C(=O)N(CCCN2CCOCC2)C(c2ccc(Cl)cc2)/C1=C(/O)c1ccc(F)cc1 (configuration not stated)	7	-6	-1	-12	8	10	-6	-3
C#CCOCCOCCOCCNc1nc(N2CCN(C(=O)Cn3cc(CCCN=C(N)N)nn3)CC2)nc(N2CCN(C(=O)[C@H]([C@@H](C)O)n3cc(CCCCN)nn3)CC2)n1	14	-2	-2	7	8	-4	3	36
Cc1nn(C)c(C)c1CN(C)C(=O)c1cc2n(n1)C(C(F)(F)F)CC(c1cccs1)N2 (configuration not stated)	9	2	22	-2	-3	10	5	6
Fc1ccc(C(CNC(=S)NC2CCCCC2)N2CCOCC2)cc1 (configuration not stated)	8	-8	0	12	-30	2	-6	-19

Reprinted at random: three records from the list, in no set order.
SMILES	SENP8 block-1	HKDC1 inh	SENP1 FRET inh	Apaf1 inhib	SENP6 block	SENP7 block	SENP8 block-2	PfG6PD inh
O=C1C(=O)N(CCCN2CCOCC2)C(c2ccc(Cl)cc2)/C1=C(/O)c1ccc(F)cc1 (configuration not stated)	7	-6	-1	-12	8	10	-6	-3
COc1ccc(OC)c(-c2cc(C(=O)N/N=C(\C)c3cccnc3)c3ccccc3n2)c1	-72	-1	0	2	-24	10	-2	8
C=CC[C@H](CC(=O)NCCO)C(=O)N[C@@H](COC(=O)[C@@H](CC=C)Cc1ccc(F)cc1)Cc1ccccc1	12	-1	2	19	-14	-15	-14	4

(more compounds)
SMILES	SENP8 block-1	HKDC1 inh	SENP1 FRET inh	Apaf1 inhib	SENP6 block	SENP7 block	SENP8 block-2	PfG6PD inh
Cc1cccc(N2CCN(S(=O)(=O)c3ccc(S(=O)(=O)N4CCCC4)cc3)CC2)c1C	14	-4	2	6	-6	4	-3	12
Cn1ncc(N)c1C(=O)Nc1cccc(C(F)(F)F)c1	6	6	0	-2	-19	-4	0	-10
Cc1c(/C(O)=C2/C(=O)C(=O)N(CCN(C)C)C2c2ccc(C(C)C)cc2)cnn1-c1ccccc1 (configuration not stated)	-33	-4	-3	-14	-10	-1	-1	2
CCOC(=O)c1ccc(N2CCN(C(C)=O)CC2)c(NC(=O)c2cccnc2)c1	12	-5	2	-14	11	-1	-3	0
